A549 tox: A549 cytotoxicity, counter-screen for Nrf2 inhibitors; A549 ARE-Fluc cells, CellTiter-Fluor viability, 18-24 h; Potency, µM (titrated, usually from 46 µM), for inactives: at the highest dose activity change, negative = cytotoxicity, hits mostly inhibitors; actives 0.16% (n = 390,000); AID 504648; further: potency means the concentration at half of the fitted maximal effect; on the % scale 0 is the no-effect control and ±100 the full control effect
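A549 ARE_Fluc cells in 5% FBS OPTI-MEM were exposed to compounds in concentration-response for 18-24 h at 37 deg C. Viability was read by CellTiter-Fluor fluorescence (Ex 405/Em 525) after 30 min, before the luciferase read.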
HepG2 viability: counter-screen for TGF-b inhibitors: cytotoxicity in HepG2 cells | Potency, µM (top dose mostly 46.1 µM), for the others: top-dose activity change, negative = cytotoxicity, most hits filed as cytotoxic | HepG2 CAGA-GFP viability, ATP luminescence, 18 h | actives 0.76% (n = 410,000) | AID 588856; further: potency means the concentration at half of the fitted maximal effect; some results filed as inactive show a strong effect at the top dose
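CellTiter-Glo luminescence gave cytotoxicity after 18 hours at 37 degrees C. The cells were HepG2 CAGA-GFP in 1% FBS DMEM, stimulated with 500 pg/mL TGF-beta after compound addition. %Activity was normalised to no-cell wells (complete cell-killing) and DMSO (no toxicity), and curves were fitted and classified.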
Nrf2 activator: activators of Nrf2 (ARE) signaling. AREc32 ARE-luciferase reporter (MCF7-derived line), luminescence, 24 h. AID 624171. Potency, µM (highest dose often 46.1 µM), inactives show top-dose activation, most hits filed as activators. actives 0.31% (n = 410,000); further: potency means the concentration at half of the fitted maximal effect; % of control where 0% means no effect; nearly all actives have a fitted effect of over 65% in size
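For detection, Steady-Glo was added and plates sat 30 min at RT; before that, AREc32_Fluc cells grown overnight in OPTI-MEM/5% FBS had been treated with 23 nL compound for 24 hr at 37 deg C.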
S2 tox: cell viability loss in ATXN counter-screen; S2 cells (HEK-293 line with an ATXN2-luciferase reporter) viability, CellTiter-Fluor protease fluorescence, 24 h; Potency, µM (top dose mostly 56.7 µM), usual class: cytotoxic; actives 0.49% (n = 400,000); AID 651635; further: potency means the concentration at half of the fitted maximal effect; nearly all actives have a fitted effect of over 40% in size
IL-2 act: activators of IL-2; IL-2 activation reporter assay, cell-based qHTS; stimulated with anti-CD3/CD4/CD28 beads; in transgenic mouse T cells; actives 0.065% (n = 360,000); activation, % (series mostly up to about 46 µM); in the data active means activation above about 50%; inconclusive means mostly about 30% to 49%; further: 0% is about no effect
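Using fluorescent plate cytometry, EGFP and DsRed are detected in transgenic mouse T cells stimulated 18 h at 37 degrees C with antibody-coated beads after 60 min compound pretreatment.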
TGFb SMAD3 inh: TGF-b pathway inhibition | HepG2 CAGA-GFP TGF-b/SMAD3 reporter, GFP fluorescence, 18 h; TGF-beta stimulated, 500 pg/mL final | Potency, µM (top dose mostly 46.1 µM), inactives show top-dose activity, negative = inhibition, usual class: inhibitors | actives 1.2% (n = 410,000) | AID 588855; further: potency means the concentration at half of the fitted maximal effect; on the % scale 0 is the no-effect control and ±100 the full control effect; nearly all actives have a fitted effect of over 65% in size
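First, reporter cells (HEPG2 CAGA-GFP) rested 2 h at 37 degrees C. Next, compounds were pinned in and TGF-beta added to 500 pg/mL final. After 18 h, GFP was imaged per cell and summed per well.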
EPAC2 agonist: activates human EPAC2 exchange factor. Q8WZA2. EPAC2 activation, biochemical qHTS; response scale: 100% = 6.5 mM cAMP response. Potency, µM (titrated, usually from 154 µM), without a hit: top-dose activation, most hits filed as activators. actives 0.079% (n = 360,000). AID 720711; further: potency means the concentration at half of the fitted maximal effect; nearly all actives have a fitted effect of over 50% in size
Target sequence (Q8WZA2 whole entry, looked up): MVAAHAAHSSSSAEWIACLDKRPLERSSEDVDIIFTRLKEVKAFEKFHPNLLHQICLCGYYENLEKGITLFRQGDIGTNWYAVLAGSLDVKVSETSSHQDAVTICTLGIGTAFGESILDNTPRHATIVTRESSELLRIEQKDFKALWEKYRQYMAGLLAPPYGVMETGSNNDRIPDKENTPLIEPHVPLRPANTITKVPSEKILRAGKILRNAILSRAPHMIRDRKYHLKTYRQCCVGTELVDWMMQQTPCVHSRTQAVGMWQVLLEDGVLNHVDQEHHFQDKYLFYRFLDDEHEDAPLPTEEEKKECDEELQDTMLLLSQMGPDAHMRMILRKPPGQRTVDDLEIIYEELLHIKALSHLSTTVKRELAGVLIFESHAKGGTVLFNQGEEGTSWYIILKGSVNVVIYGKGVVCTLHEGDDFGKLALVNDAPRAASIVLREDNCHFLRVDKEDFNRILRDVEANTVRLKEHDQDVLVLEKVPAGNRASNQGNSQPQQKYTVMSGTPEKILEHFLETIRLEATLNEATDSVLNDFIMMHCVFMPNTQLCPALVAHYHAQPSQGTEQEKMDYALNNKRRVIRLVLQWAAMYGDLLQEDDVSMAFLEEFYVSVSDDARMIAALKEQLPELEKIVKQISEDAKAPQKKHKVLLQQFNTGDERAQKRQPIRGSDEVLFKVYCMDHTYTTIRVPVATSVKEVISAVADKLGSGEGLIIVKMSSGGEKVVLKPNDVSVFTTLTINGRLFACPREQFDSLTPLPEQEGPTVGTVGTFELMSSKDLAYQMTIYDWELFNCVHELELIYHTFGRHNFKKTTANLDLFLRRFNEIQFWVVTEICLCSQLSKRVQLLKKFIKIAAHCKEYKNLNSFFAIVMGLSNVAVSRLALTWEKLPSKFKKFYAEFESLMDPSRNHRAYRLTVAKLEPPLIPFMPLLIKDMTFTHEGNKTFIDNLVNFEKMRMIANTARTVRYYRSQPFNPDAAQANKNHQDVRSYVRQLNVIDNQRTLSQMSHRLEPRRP
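Setup: EPAC2 100 nM, labeled Rap1B complex 250 nM, free GDP 50 uM. Compound titrations pinned in, brief spin, 5 min room temperature incubation. Kinetic fluorescence read over 30 min, normalized to 6.5 mM cAMP.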
ATXN2 expr inh: reduces ATXN2 reporter expression in HEK-293 cells; HEK-293 ATXN2-luciferase reporter, luminescence, 24 h; Potency, µM (top dose mostly 57 µM), for the others: top-dose activity change, negative = inhibition, actives largely listed as inhibitors; actives 0.72% (n = 360,000); further: potency means the concentration at half of the fitted maximal effect; on the % scale 0 is the no-effect control and ±100 the full control effect; nearly all actives have a fitted effect of over 55% in size
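ATXN2-luciferase reporter cells (luciferase flanked by upstream and downstream ATXN2 gene portions) were treated 24 h at 37 °C with compounds at up to 57 uM. SteadyGlo luminescence gave expression; GF-AFC fluorescence gave viability.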
Nrf2 block: inhibitors of Nrf2 signaling; A549 ARE-Fluc reporter, luciferase luminescence, 18-24 h; Potency, µM (highest dose often 46 µM), for the others: top-dose activity change, negative = inhibition, hits mostly inhibitors; actives 2.1% (n = 360,000); further: potency means the concentration at half of the fitted maximal effect; on the % scale 0 is the no-effect control and ±100 the full control effect; nearly all actives have a fitted effect of over 60% in size
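In this cell-based qHTS, ARE-driven firefly luciferase in A549 cells reports Nrf2 activity; the luminescent signal after BugLite lysis is the measured value, with a prior CellTiter-Fluor read for cell health.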
The depositor's hits bear a star; i = inactive; ? = inconclusive; · = no result given; & = joins results of further samples; [ ] = dose if it differs, or a comment. Unless noted, the call rests on the fitted dose curve; in most records, active means well fitted curve in the direction sought with a large enough effect; inconclusive means small, poorly fitted or top-dose-only effect, or another doubt; inactive means no such curve, though single readings can be large; an effect the other way counts as inactive or inconclusive.

The line under a structure holds: TGFb SMAD3 inh	Nrf2 activator	Nrf2 block	S2 tox	HepG2 viability	ATXN2 expr inh	EPAC2 agonist	A549 tox	IL-2 act
- CCCCC1CCC(C(=O)N(CCOC)c2c(N)n(CCCC)c(=O)[nH]c2=O)CC1 (stereo not given)
→ -0.9%	-0.7%	-9.7%	?	-1.1%	-18.4%	-15.0%	-4.0%	-0.2
- O=C(O)CCc1nnc(SCC(=O)Nc2ccc(Cl)c(C(F)(F)F)c2)[nH]c1=O
→ 3.7%	0.3%	8.1%	i	0.2%	1.1%	9.1%	0.9%	-0.1
- CCOC(=O)C(C)Oc1ccc(NC(=O)C(Cl)Cl)cc1 (stereo not given)
→ 15.2%	2.4%	-12.2%	i	21.9%	-7.6%	12.1%	-13.8%	-3.7
- COc1ccc(OC)c(/C=C/C(=O)NC2=NCCS2)c1
→ 0.6%	?	0.8%	i	-2.6%	-1.4%	3.5%	-3.2%	0.5
- Cc1c(C(=O)N2CCCC2)c(S(=O)(=O)Nc2cccc(Br)c2)c(C)n1C
→ -16.3%	-1.7%	-8.6%	i	-14.0%	-23.0%	-0.4%	0.0%	-1.0
- CC(=O)c1c(C)[nH]c(C(=O)OCC(=O)c2ccc(C)s2)c1C
→ -7.6%	6.4%	22.0%	i	-13.8%	1.0%	7.4%	10.6%	-1.0
- CCOC(=O)c1cnc(-n2[nH]c(C)c(Cc3ccccc3)c2=O)[nH]c1=O
→ -7.5%	-0.6%	-4.3%	i	-21.0%	1.3%	-2.6%	-3.3%	2.7
- O=c1cc(O)c2sc3nc(C(F)(F)F)c4c(c3c2[nH]1)CCCCC4
→ ?	0.2%	-10.9%	i	-14.6%	-17.6%	11.8%	-3.7%	-1.2
- COc1ccc(S(=O)(=O)N2CCOCC2)cc1NC(=O)CNC(=O)c1cccs1
→ 2.8%	-0.8%	1.8%	?	-7.2%	4.4%	4.7%	4.0%	0.9
- O=C(CSc1nc2ccccc2s1)Nc1ncccn1
→ 1.3%	4.0%	1.4%	i	4.8%	15.2%	-4.4%	-7.8%	-0.2
- O=[N+]([O-])c1ccc(C2=Nc3cc(Cl)ccc3OC2)cc1
→ -3.6%	12.6µM*	?	i	-6.5%	2.5%	-1.7%	-5.5%	0.3
- CCOC(=O)C1=C(CN2CCN(c3cc(C)ccc3C)CC2)NC(=O)NC1c1ccc(Cl)cc1 (stereo not given)
→ ?	0.5%	20.6µM*	·	-31.7%	·	·	-18.3%	·
- COc1ccccc1N(CC(=O)N1CCCCC1C)S(=O)(=O)c1ccc(Cl)cc1 (stereo not given)
→ -9.1%	0.4%	·	i	-9.4%	·	6.3%	·	-1.0
- CCN(Cc1ccccc1)C(=O)C1CCN(S(=O)(=O)c2ccc3c(c2)CCCN3C(C)=O)CC1
→ ?	-1.3%	·	i	-34.0%	-9.2%	·	7.2%	·
- Cc1nc(SCC(=O)N2CCC(C(N)=O)CC2)n[nH]1
→ 2.0%	-0.8%	-18.1%	i	9.3%	13.9%	-2.6%	-10.8%	1.4
- CC(C)c1ccc(S(=O)(=O)c2nnn3c2nc(NC2CCCC2)c2sccc23)cc1
→ 20.9%	-0.2%	-6.4%	·	-18.7%	·	·	-1.7%	·
- Cc1ccc(C2(C)NC(=O)N(CC(=O)Nc3cc(S(=O)(=O)N(C)C)ccc3C)C2=O)cc1 (stereo not given)
→ -6.0%	-0.1%	?	i	-17.7%	-9.5%	1.9%	0.0%	0.3
- CN1OC[C@@H]2CN(Cc3ccc(Cl)cc3)[C@H](c3ccc(N4CCCCC4)cc3)C[C@@H]21
→ ?	0.1%	·	i	-28.8%	2.3%	6.6%	·	0.1
- CN(Cc1ccccc1)C(=O)c1cccc(NC(=O)Cc2cccc(NC(=O)C3CCN(C(=O)C4CC4)CC3)c2)c1
→ 4.5%	3.8%	-1.1%	i	-12.5%	-14.1%	5.5%	4.3%	0.4
- COc1cc(C(=O)N2CCC(NC(=O)C(Cc3ccc(C)cc3)NC(C)=O)CC2)cc(OC)c1OC (stereo not given)
→ 0.2%	2.1%	-9.4%	i	-10.9%	-11.3%	9.5%	0.9%[1.84 µM]	0.8
- O=C(C=Cc1cccc(Cl)c1)c1ccccc1
→ ?	-0.1%	?	i	17.8µM*	0.8%	17.3%	1.8%	-0.8
- Cc1ccc(NC(=O)C(=O)NC(C)C2COc3ccccc3O2)cc1 (stereo not given)
→ -7.1%	0.0%	?	i	-0.5%	1.1%	-5.7%	-1.8%	0.3
- CCOc1ccc(Nc2nc(-c3cccnc3)cs2)cc1
→ 4.2%	6.8%	?	i	-4.1%	13.9%	1.9%	-3.0%	-0.4
- CCN(CC)CCNC(=O)c1cn(CC)c2ccc(S(=O)(=O)N3CCOCC3)cc2c1=O
→ 12.9%&-0.6%	-0.2%&0.8%	-14.0%&4.9%	i	30.1%&0.2%	-4.7%	11.4%	0.0%&-4.3%	1.0
- O=C(Nc1ccc(F)cc1)C1CCN(S(=O)(=O)c2cccc3nonc23)CC1
→ 21.1%	-1.1%	?	?	5.3%	-4.8%	6.4%	0.1%	0.7
- CCOc1ccccc1N1CCN(CC(=O)N(CC(C)C)c2c(N)n(CC(C)C)c(=O)[nH]c2=O)CC1
→ 13.9%	-0.7%	10.4%	i	-0.7%	-3.5%	-5.6%	-0.9%	-0.4
- Cc1ccc(Cl)cc1NC(=O)CN1C(=O)COc2ccc(S(=O)(=O)N3CCCCCC3)cc21
→ -24.4%	0.3%	14.2%	·	-14.0%	·	·	-0.6%	·
- CCOc1ccccc1NC1c2ccccc2C(=O)N1c1ccc(C)cn1 (stereo not given)
→ 0.5%	0.3%	8.9%	i	-17.5%	12.6%	22.3%	3.8%	-2.4
- Cn1ncc(Cl)c1C(=O)NCc1ccc2c(c1)OCO2
→ -1.2%	0.2%	-27.2%	i	-11.5%	-10.6%	2.1%	0.6%	-0.5
- Cc1ccc(-c2c[n+](CC(=O)Nc3ccc(C)cc3C)c3n2CCC3)cc1
→ 26.3%	-0.1%	8.2%	i	9.2%	17.0%	6.8%	-1.0%	3.2
- CC1Cc2nc(SCC(=O)NCC3CCCO3)n(Cc3ccccc3)c(=O)c2S1 (stereo not given)
→ 2.1%	-0.5%	-3.3%	i	4.0%	4.2%	7.4%	-2.8%	-2.0
- Cc1ccc(S(=O)(=O)N2CCN(C(=O)COC(=O)CNC(=O)c3ccc(C(C)(C)C)cc3)CC2)c(C)c1
→ -6.2%	-0.7%	?	i	3.1%	34.6%	-11.6%	1.6%	0.3
- O=C1Nc2c(Br)cc(Br)cc2C1(O)N1CCOCC1 (stereo not given)
→ ?	17.2%	?	i	-79.9%	-13.7%	3.1%	-5.5%	-3.2
- N#CCCN(C(=O)COC(=O)c1ccc(S(=O)(=O)Nc2ccccc2)cc1)c1ccccc1
→ -13.8%	-0.6%	-14.1%	i	-2.3%	-6.1%	-0.6%	-0.5%	-0.8
- CC(=O)N1N=C(c2cccc([N+](=O)[O-])c2)OC1(C)CC(=O)Nc1ccccc1 (stereo not given)
→ -22.3%	-0.2%	8.9%	i	-0.8%	8.6%	-3.9%	-1.7%	0.5
- COc1cc(CO)c(Br)cc1OCC(=O)Nc1ccccc1C
→ -6.1%	3.5%	26.9%	i	1.5%	-8.9%[11.3 µM]	-0.8%	0.0%	-4.4
- COc1ccc(C(=O)Nc2cccc(-c3ccc(N4CCOCC4)nn3)c2)cc1OC
→ ?	-0.3%	17.0%	i	-39.2%	32.2%[activator]	-9.3%	-6.3%	-5.0
- CCC(C)NC(=O)CSc1ccc(S(=O)(=O)N(C)C2CCCCC2)cn1 (stereo not given)
→ -22.5%	-0.7%	-17.1%	?	-11.0%	-29.0%	9.4%	1.3%	-4.5
- CCc1nc2ccc(C(=O)Nc3ccc(OC)c(OC)c3)cn2c1N(C)Cc1cccs1
→ ?	-1.0%	·	?	-58.4%	?	9.4%	·	0.0
- Cc1c(C(=O)Nc2ccc3c(c2)OCO3)sc2ncn(CC(=O)N3CC(C)CC(C)C3)c(=O)c12 (stereo not given)
→ -3.2%	0.3%	?	i	-24.2%	3.8%	-2.7%	-8.0%	1.0
- O=C(OC(C(=O)NC1CCCCC1)c1ccccc1)c1ccco1 (stereo not given)
→ 7.6%	0.5%	19.5%	i	8.6%	2.6%	0.0%	0.5%	0.0
- CCOc1cc(N)c(Cl)cc1C(=O)NCC1CN(Cc2ccc(F)cc2)CCO1 (stereo not given)
→ -3.5%	0.2%	-10.9%	?	-25.8%	6.8%&-1.8%&5.9%	0.3%	-12.8%	-0.1
- CCOC(=O)c1sc(N2C(=O)c3oc4ccc(C)cc4c(=O)c3C2c2ccccc2F)nc1C (stereo not given)
→ 22.6%	-0.6%	-28.1%	i	3.1%	-7.8%	·	-4.7%	·
- CCn1c(=O)n(CC)c2cc(NC(=O)C(C)c3ccccc3)c(Br)cc21 (stereo not given)
→ 1.4%	-0.1%	-25.3%	i	1.4%	·	6.6%	10.3%	1.0
- COc1ccc(CNC(=O)CSc2nc3nc(C)cc(C)n3n2)cc1
→ 1.7%	-0.6%	-13.7%	i	0.3%	2.0%	1.1%	0.4%	-2.2
- CCCC(=O)c1cc2cc(Cl)ccc2oc1=O
→ 4.4%	0.2%	10.5%	i	3.3%	3.7%	0.1%	-2.0%	-1.5

Two compounds picked at random from the list so far, as already listed:
The line under a structure holds: TGFb SMAD3 inh	Nrf2 activator	Nrf2 block	S2 tox	HepG2 viability	ATXN2 expr inh	EPAC2 agonist	A549 tox	IL-2 act
- CCOC(=O)c1sc(N2C(=O)c3oc4ccc(C)cc4c(=O)c3C2c2ccccc2F)nc1C (stereo not given)
→ 22.6%	-0.6%	-28.1%	i	3.1%	-7.8%	·	-4.7%	·
- CCn1c(=O)n(CC)c2cc(NC(=O)C(C)c3ccccc3)c(Br)cc21 (stereo not given)
→ 1.4%	-0.1%	-25.3%	i	1.4%	·	6.6%	10.3%	1.0

Screens from PubChem.
